NCI-60 one-dose screen, 48 h, at 10 µM unless noted. Numbers give growth in % (100 = growth as untreated, 0 = no growth, -100 = all killed).
HCC-2998 = HCC-2998 colon cancer; 4.7% of 79,000 active
SW-620 = SW-620 colon cancer | 5.2% of 82,000 active
KM12 = KM12 colon cancer cells; AID 1794800; 5% of 82,000 active
SNB-75 = SNB-75 CNS cancer | AID 1794750 | 5% of 79,000 active
SNB-19 = SNB-19 CNS cancer cells. 2.5% of 81,000 active
HCT-15 = HCT-15 colon cancer; AID 1794746; 5.2% of 82,000 active
SF-268 = SF-268 CNS cancer cells; 3.1% of 82,000 active; AID 1794759
HT29 = HT29 colon cancer; 7.4% of 81,000 active; AID 1794748
HCT-116 = HCT-116 colon cancer; 7.3% of 82,000 active; AID 1794798
Numbers without * were called inactive; / = no result given; & = joins results of further samples; ! = repeats disagree; [ ] = another dose, or the depositor's remark. The calls were made as follows: active = growth percent below 10; inactive = the rest. The order is random; 11% or so of the library scored in one or more.

1. COc1ccc(CNc2nnc(C)c(C)n2)cc1
2. O=C(/C=C\c1ccnc2ccccc12)c1ccc([N+](=O)[O-])cc1
3. COc1ccc2cc(-c3nn(-c4ccc(C(=O)O)cc4)cc3CO)ccc2c1
4. Nc1cc(=O)n(-c2ccccc2)nc1Cl
5. C(=C/c1ccnc(/C=C/c2ccccc2)c1)/c1ccccc1
6. COC1=CC(=O)c2nc(Cl)ccc2C1=O
7. C=C(C)[C@@H]1CC[C@]2(C(=O)NCCNCCNCCN)CC[C@]3(C)[C@H](CC[C@@H]4[C@@]5(C)CCC(=O)C(C)(C)[C@@H]5CC[C@]43C)[C@@H]12
8. OCC1OC(n2cnc3c(NO)ncnc32)C(O)C1O (stereo not drawn)

entry no.	1	2	3	4	5	6	7	8
SNB-75	108	86&110	81	100	91	49	-42*[100 µM]	91
KM12	103	33&83	101	104	108	91	-82*[100 µM]	105
SNB-19	100	86&90	103	102	106	113	-79*[100 µM]	105
HCT-15	110	70&88	98	105	93	100	-37*[100 µM]	97
HT29	101	3.3*!	99	96	102	/	-77*[100 µM]	101
HCC-2998	104	83	100	110	114	100	-90*[100 µM]	110
SW-620	107	6.5*!	107	102	107	-60*	-77*[100 µM]	102
SF-268	100	92&105	86	100	93	64	-39*[100 µM]	103
HCT-116	106	-94*	91	96	106	-33*	-81*[100 µM]	110

9. O=C(Nc1ccc(OCc2ccccn2)c(Cl)c1)c1cccnn1
10. COc1ccc(-c2ccc3cnc4sc(-c5ccccc5)nc4c3n2)cc1
11. CCCCCCCCCCCCc1ccccc1
12. Cc1ccc(C(=O)N/N=C/c2ccc(F)cc2)cn1
13. CCOCCOC(=O)CCCCCCCCC(=O)OCCOCC
14. COc1ccc2cc(C(C)=O)c3ccccc3c2c1
15. CC1(c2ccccc2)CC(c2ccccc2)=C(C#N)C(=O)N1 (stereo not drawn)
16. OCc1cc(Br)cc(CO)c1O

entry no.	9	10	11	12	13	14	15	16
SNB-75	91	90	94	91	98	90	90	100
KM12	103	99	98	104	106	97	105	103
SNB-19	103	95	100	100	103	93	97	98
HCT-15	102	102	105	114	101	93	106	107
HT29	105	105	105	110	124	96	99	95
HCC-2998	122	104	99	99	105	100	102	92
SW-620	101	102	105	100	102	104	105	102
SF-268	100	101	97	104	110	94	98	105
HCT-116	105	99	104	98	101	99	96	102

17. O=C(O)CCCc1ccccc1
18. Nc1ccccc1Nc1ccc([N+](=O)[O-])c2nonc12
19. Cc1nc2ccc(Nc3nc(Nc4ccc(F)cc4)nc(N4CCCCC4)n3)cc2n1Cc1ccccc1
20. C=CCSc1nnc(-c2ccc3nc(-c4ccc(OC)cc4)[nH]c3c2)o1
21. CC(=O)c1cc(C(=O)c2ccccc2)n2c(C)cccc12
22. COc1nc2c(c(=O)[nH]1)C(c1ccc(Oc3ccnc4cc(Cl)ccc34)c(OC)c1)C=C(c1cc(OC)c(OC)c(OC)c1)N2 (stereo not drawn)
23. COc1ccc(/C=C/C(=O)Nc2ccc(Cl)cc2C)cc1OC
24. COc1ccc(C2CC(c3ccc(OC)c(OC)c3)=NN2C(=O)c2cc(OC)c(OC)c(OC)c2)c(OC)c1 (stereo not drawn)

entry no.	17	18	19	20	21	22	23	24
SNB-75	100	87	96	143	71	92	94	/
KM12	114	101	92	97	95	104	102	62
SNB-19	105	96	83	108	101	89	102	92
HCT-15	101	104	83	80	90	99	96	67
HT29	109	101	71	95	96	90	89	60
HCC-2998	107	100	100	100	109	98	95	96
SW-620	111	95	95	114	97	102	107	62
SF-268	118	103	96	117	89	103	99	82
HCT-116	104	88	73	111	85	94	91	69

25. NC1N=C(Nc2ccc(Cl)cc2)N=CC(c2cc3cc(Br)ccc3oc2=O)=N1 (stereo not drawn)
26. O=C(Nc1cccc(-c2nc(-c3ccc(NC(=O)c4cccnc4)cc3Cl)no2)c1)Nc1ccc(NC(=O)C2CC2)c(C(F)(F)F)c1
27. Nc1cc(N)c(O)c(N)c1
28. CCCNc1ncnc2c1cnn2C
29. CCCCNc1ccc2c3c(cccc13)C(=O)N(c1cccc(-c3nn(-c4ccccc4)cc3-c3nc4ccccc4s3)c1)C2=O
30. CCC(=O)OC(C)COc1ccc(C(C)(C)C)cc1 (stereo not drawn)
31. C=CCN1C(=O)CS/C1=N\Nc1cc(=O)[nH]c2ccc(C)cc12
32. Cc1ccccc1NC(=O)Cn1cc(CN2CCN(c3ccnc4cc(Cl)ccc34)CC2)nn1

entry no.	25	26	27	28	29	30	31	32
SNB-75	75	-74*	94	99	93	92	/	86
KM12	102	-64*	103	97	108	100	101	91
SNB-19	106	-0.3*	107	98	106	105	95	93
HCT-15	98	9.0*	103	98	108	106	99	99
HT29	96	-27*	105	102	114	122	101	105
HCC-2998	99	-70*	108	110	119	98	106	93
SW-620	101	-60*	101	108	105	108	98	94
SF-268	99	-23*	103	102	109	106	93	93
HCT-116	88	-53*	110	110	99	101	91	100

Only HCT-15, HCT-116 and SNB-75, for 2 of the compounds above:
nr | Structure | HCT-15 | HCT-116 | SNB-75
29 | CCCCNc1ccc2c3c(cccc13)C(=O)N(c1cccc(-c3nn(-c4ccccc4)cc3-c3nc4ccccc4s3)c1)C2=O | 108 | 99 | 93
30 | CCC(=O)OC(C)COc1ccc(C(C)(C)C)cc1 (stereo not drawn) | 106 | 101 | 92

New compounds follow:
33. Cc1cc(=S)n(C)c2ccccc12
34. N=c1c(C(=O)OCc2ccccc2)ncc(CCl)n1O
35. Cc1cc2c(cc1CCl)C(C)(C)CCC2(C)C
36. Cc1ccc(C(=O)c2ccc3nc(-c4ccc(Br)cc4)n(C)c3c2)cc1
37. O=C(/C=C/c1ccccc1)c1ccc(NC(=O)c2cc3cc4ccccc4nc3s2)cc1

entry no.	33	34	35	36	37
SNB-75	90	84	92	99	90
KM12	100	102	101	110	78
SNB-19	96	96	105	109	89
HCT-15	99	100	94	103	95
HT29	94	/	96	109	81
HCC-2998	112	104	98	111	100
SW-620	102	87	109	107	69
SF-268	99	95	103	114	102
HCT-116	81	78	99	100	88

Gathered by group: the entries above containing an aryl methoxy group (8)
1. COc1ccc(CNc2nnc(C)c(C)n2)cc1
3. COc1ccc2cc(-c3nn(-c4ccc(C(=O)O)cc4)cc3CO)ccc2c1
10. COc1ccc(-c2ccc3cnc4sc(-c5ccccc5)nc4c3n2)cc1
14. COc1ccc2cc(C(C)=O)c3ccccc3c2c1
20. C=CCSc1nnc(-c2ccc3nc(-c4ccc(OC)cc4)[nH]c3c2)o1
22. COc1nc2c(c(=O)[nH]1)C(c1ccc(Oc3ccnc4cc(Cl)ccc34)c(OC)c1)C=C(c1cc(OC)c(OC)c(OC)c1)N2 (stereo not drawn)
23. COc1ccc(/C=C/C(=O)Nc2ccc(Cl)cc2C)cc1OC
24. COc1ccc(C2CC(c3ccc(OC)c(OC)c3)=NN2C(=O)c2cc(OC)c(OC)c(OC)c2)c(OC)c1 (stereo not drawn)

entry no.	1	3	10	14	20	22	23	24
SNB-75	108	81	90	90	143	92	94	/
KM12	103	101	99	97	97	104	102	62
SNB-19	100	103	95	93	108	89	102	92
HCT-15	110	98	102	93	80	99	96	67
HT29	101	99	105	96	95	90	89	60
HCC-2998	104	100	104	100	100	98	95	96
SW-620	107	107	102	104	114	102	107	62
SF-268	100	86	101	94	117	103	99	82
HCT-116	106	91	99	99	111	94	91	69

Bioassay records as filed in PubChem BioAssay.
